# Abeta rescue: A-beta toxicity reversal in yeast; Potency, µM (highest dose often 46.1 µM), without a hit: at the highest dose growth rescue, usual class: activators; hit rate 0.063% among 410,000; yeast expressing A-beta42, growth rescue, OD600, 48 h; response scale: 0% DMSO, 100% iron-clioquinol control; note: potency is the fitted concentration of half-maximal effect; nearly all actives have a fitted effect of over 55% in size
#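 Yeast growth medium received pinned compounds, then yeast cells expressing toxic A-beta were added; plates incubated at 30 C for 48 hr. Growth read as absorbance at 600 nm, normalized to DMSO and equimolar FeCl3 plus clioquinol controls.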
# GLP1R ag: activates the human GLP-1 receptor; P43220; HEK293 GLP-1R CRE-luciferase, luminescence, 4-6 h; cells express a hypersensitive GLP-1R form; Potency, µM (highest dose often 45.6 µM), inactives show top-dose activation, usual class: activators; hit rate 0.007% among 380,000; AID 624172; note: potency is the fitted concentration of half-maximal effect; % of control where 0% means no effect
# Target sequence (P43220 whole entry, looked up): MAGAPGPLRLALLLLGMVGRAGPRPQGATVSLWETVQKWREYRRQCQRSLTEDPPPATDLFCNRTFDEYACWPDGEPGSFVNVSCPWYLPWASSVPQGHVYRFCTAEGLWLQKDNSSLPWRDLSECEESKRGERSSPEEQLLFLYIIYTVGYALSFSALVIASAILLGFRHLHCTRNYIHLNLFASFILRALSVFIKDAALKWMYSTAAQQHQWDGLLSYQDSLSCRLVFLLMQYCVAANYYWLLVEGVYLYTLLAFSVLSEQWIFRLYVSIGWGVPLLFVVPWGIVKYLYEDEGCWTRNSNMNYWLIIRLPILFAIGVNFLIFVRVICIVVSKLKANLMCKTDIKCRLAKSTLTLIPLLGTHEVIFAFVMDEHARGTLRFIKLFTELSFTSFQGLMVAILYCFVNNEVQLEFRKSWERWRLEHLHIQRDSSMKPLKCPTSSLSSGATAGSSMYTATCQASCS
# DRD3 antagonist: antagonists of human D3 dopamine receptor | P35462 | D3R cells, DiscoveRx beta-arrestin luminescence, antagonist mode; hits give low values | max response, negative = inhibition, % | hit rate 2.5% among 360,000; in the data active = max response below about -50%; inconclusive = no clear call, values can overlap the other calls; note: % is set by controls: 0 for no effect and ±100 for the full control effect; mostly tested at two doses, the higher about 12 µM
#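 Cells plated overnight at 1500 cells/well, then exposed to library compounds with dopamine controls for 90 minutes at 37 degrees C. DiscoveRx reagent added for 30–60 minutes at room temperature; luminescence read, quantitative HTS format.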
# aSyn rescue: rescues yeast growth from alpha-synuclein toxicity; Yeast expressing alpha-synuclein, growth rescue, BacTiter-Glo, 24 h; Potency, µM (top dose mostly 46.1 µM), for inactives: at the highest dose growth rescue (activation), hits mostly activators; hit rate 0.14% among 370,000; AID 652106; note: potency is the fitted concentration of half-maximal effect; % of control where 0% means no effect; nearly all actives have a fitted effect of over 65% in size
#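 Rescue of yeast growth: cells expressing toxic alpha-synuclein, induced in galactose at OD600 0.02, incubated with compound 24 h at 30 C. ATP luminescence quantified growth; inhibitors of toxicity appear as activators.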
# TDP43 rescue: rescues yeast growth from TDP-43 toxicity; hit rate 1.8% among 410,000; Potency, µM (doses to about 46.1 µM), inactives show at the highest dose growth rescue (activation), actives largely listed as activators; TDP-43 expressing yeast growth rescue, BacTiter-Glo, 24 h; AID 652104; note: potency is the fitted concentration of half-maximal effect; % of control where 0% means no effect; nearly all actives have a fitted effect of over 50% in size
#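 Cell-based yeast growth screen: TDP-43 expression induced in galactose, inoculum OD600=0.02 after raffinose pregrowth to mid-log. Read-out BacTiter-Glo luminescence at 24 hr, 30 deg C; inhibition of toxicity seen as signal increase.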
# GLP1R inv ag: acts as inverse agonist at human GLP-1 receptor; P43220; HEK293 GLP-1R CRE-luciferase, luminescence, 24 h; GLP-1R form is constitutively active; Potency, µM (top dose mostly 38.3 µM), without a hit: at the top dose activity change, negative = inhibition, actives largely listed as inhibitors; hit rate 1.6% among 410,000; AID 624417; note: potency is the fitted concentration of half-maximal effect; % is set by controls: 0 for no effect and ±100 for the full control effect; nearly all actives have a fitted effect of over 55% in size
#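 HEK293 cells stably co-expressing a cAMP-responsive luciferase reporter and constitutively active GLP-1R were seeded, incubated 12 h, then exposed to compounds for 24 h at 37 C. Luminescence was read 12 min after detection reagent; inverse agonists lower signal.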
# PTHR1 agonist: activates the human parathyroid hormone receptor PTHR1; Q03431; HEK293 GP2 PTHR1 cells, GloSensor cAMP luminescence, 1 h; Potency, µM (doses to about 115 µM), without a hit: at the top dose activation, usual class: activators; hit rate 0.075% among 410,000; note: potency is the fitted concentration of half-maximal effect; nearly all actives have a fitted effect of over 55% in size; some results filed as inactive show a strong effect at the top dose; inactives centre near -15; many of its hits are not listed in these tables
# Target sequence (Q03431 whole entry, looked up): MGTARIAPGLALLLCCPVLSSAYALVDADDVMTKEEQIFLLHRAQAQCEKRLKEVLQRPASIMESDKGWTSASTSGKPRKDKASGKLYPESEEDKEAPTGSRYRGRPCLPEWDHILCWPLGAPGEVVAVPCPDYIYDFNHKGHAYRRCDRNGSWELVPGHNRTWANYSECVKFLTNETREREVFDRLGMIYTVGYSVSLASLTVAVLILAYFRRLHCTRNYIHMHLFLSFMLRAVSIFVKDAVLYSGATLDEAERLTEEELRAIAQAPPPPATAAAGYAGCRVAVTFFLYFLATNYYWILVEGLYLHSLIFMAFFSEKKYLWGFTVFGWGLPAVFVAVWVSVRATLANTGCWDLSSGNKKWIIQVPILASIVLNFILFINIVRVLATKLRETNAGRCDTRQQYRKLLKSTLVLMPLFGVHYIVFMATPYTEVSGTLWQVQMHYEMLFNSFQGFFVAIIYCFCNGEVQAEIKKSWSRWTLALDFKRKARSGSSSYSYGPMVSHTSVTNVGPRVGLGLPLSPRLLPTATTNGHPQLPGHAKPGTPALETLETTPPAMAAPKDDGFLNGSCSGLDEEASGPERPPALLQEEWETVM
#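 HEK-293-derived GP2 cells expressing PTHR1 and a GloSensor cAMP reporter, 3,000/well, plated overnight, given luciferin plus IBMX (each 0.5 mM as added) for 1 h at 37 °C, then compound for 1 h at 37 °C. Luminescence was read after 15 min at room temperature.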
# Akt phos inh: inhibitors of Akt phosphorylation; Neuro2A IGF-stimulated pAkt S473 HTRF, 20 min; hits give low values; activity change, % for hits at 50 µM; hit rate 0.32% among 360,000; in the data active = activity change below about -80%; inconclusive = mostly about -51% to -80%; note: % is set by controls: 0 for no effect and ±100 for the full control effect
#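 Neuro2A cells (4,500/well, DMEM with 0.5% FBS) were treated with compound at a single 50 µM final concentration, stimulated with 6 nM IGF for 20 min at 37 °C, and lysed. Phospho-Akt Ser473 was read by HTRF as 665/615 ratio ×10^4.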
# FUS yeast rescue: FUS proteinopathy suppression in yeast; AID 1347120; hit rate 0.24% among 390,000; Potency, µM (top dose mostly 76.6 µM), for the others: at the highest dose growth rescue (activation), most hits filed as activators; S. cerevisiae FUS-expressing, growth rescue, OD600, 24 h;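 note: potency is the fitted concentration of half-maximal effect; plate controls were DMSO vehicle for no effect and reference control for full effect; nearly all actives have a fitted effect of over 55% in size; some results filed as inactive show a strong effect at the top dose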
#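 Steps: raffinose overnight preculture; dilution to OD 0.005 in 2% galactose minimal medium; compound addition (concentration series); 24hr at 30C, 99% humidity; absorbance read at 600 nm.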
# * hit, by the source's call; i = inactive; ? = inconclusive; nt = no result given; [ ] = dose if it differs, or a comment. Unless noted, calls come from the whole dose curve; as a rule, active = well fitted curve in the direction sought with a large enough effect; inconclusive = small, poorly fitted or top-dose-only effect, or another doubt; inactive = no such curve, though single readings can be large; an effect the other way counts as inactive or inconclusive. Not all compounds are listed; the hit share may differ from the screen's.
SMILES,Abeta rescue,GLP1R ag,DRD3 antagonist,aSyn rescue,TDP43 rescue,GLP1R inv ag,PTHR1 agonist,Akt phos inh,FUS yeast rescue
O=C(CSc1nncc(=O)[nH]1)NCc1ccccc1,-22%,-1%,-6,-3%,3%,-10%,-5%,i,2%
CN(C/C=C/c1ccccc1)C1CCCCC1,-1%,7%,-22,1%,-11%[0.397 µM],12%,-16%,i,-3%
CCOc1ccc(NC(=O)Cc2ccccc2)cc1,3%,6%,1,15%,4%,1%,i,i,-6%
O=C(Nc1cccc(Cl)c1)c1cc(N=Nc2ccc([N+](=O)[O-])cc2Cl)ccc1O,-19%,0%,-26,-25%,-22%,-44%,-45%,i,-10%
N#Cc1cccc(C(c2nnnn2C2CCCC2)N2CCCCCC2)c1 (stereo not given),25%,19%,-54*,13%,-9%,?,-38%[inhibitor],i,?
COc1ccccc1Oc1c(C)oc2cc(OC(=O)c3ccco3)ccc2c1=O,13%,-10%,-9,13%,-20%,0%,i,i,35%
COc1cccc(N2CCN(c3c4c(nc5ncnn35)CCC4)CC2)c1,-10%,1%,14,0%,9%,0%,-95%[inhibitor],i,17%
COc1cccc(N2CCN(c3ccc(S(=O)(=O)N4CCCC4)cc3)CC2)c1,2%,4%,30,-1%,21%,4%,-30%,i,-5%
Cc1cc(C)nc(SCC(=O)c2ccc(O)cc2O)n1,21%,8%,-6,7%,0%,17%,i,i,-25%
CC(C)(C)NC(=O)NC(=O)CSc1ccc(S(=O)(=O)N2CCCCC2)cn1,-5%,2%,-4,2%,-9%,-26%,-3%,i,0%
COc1ccccc1Cc1c(-c2ccc(OC)c(OC)c2)nc2ccc(Br)cn12,-21%,2%,0,8%,23%,-12%,-15%,i,40%
Cc1cc(Cl)nc(-n2nc(C)cc2C)n1,6%,-3%,-25,-5%,4%,-9%,i,i,22%
COc1cc(CN(C(=O)c2ccco2)c2ccc(C)cc2)ccc1O,2%,0%,10,10%,-3%,8%,9%[57.5 µM],nt,17%
Cc1ccc(C)c(NC(=O)c2cc(S(=O)(=O)N3CCOCC3)cn2C)c1,-1%,2%,-15,6%,-3%,11%,0%,i,-10%
CC(C)(C)c1ccc(Cn2nc(CC(=O)O)c3ccccc3c2=O)cc1,-1%,2%,-7,9%,-14%,3%,17%,i,21%
Cc1cc(C(F)(F)F)nn1Cc1n[nH]c(=S)n1-c1ccc(Cl)cc1,4%,-2%,-18,6%,21%,12%,i,i,nt
O=C(O)C1Cc2ccccc2CN1C(=O)c1ccco1 (stereo not given),-13%,-5%,-15,-6%,-36%[inhibitor],4%,i,i,-8%
CCCCOC(=O)Nc1ccc(S(=O)(=O)Nc2nc(C)cc(C)n2)cc1,-21%,4%,-15,-4%,-5%,5%,-10%,?,10%
Cc1ccc2nc(SCC(=O)N/N=C/c3ccc(C(=O)O)cc3)cc(C)c2c1,-3%,-6%,22,5%,?,17%,-32%[inhibitor],i,-22%
COc1ccccc1Oc1ccc2c(c1)C(=O)N(c1ccccc1)C2=O,-1%,-13%,3,-17%,1%,1%,-26%[57.5 µM],i,9%
CCc1cccc(C)c1NC(=O)c1cccc(N(C)C)c1,-22%,-4%,-1,-12%,6%,?,-3%[57.5 µM],i,51%
CCSc1ccc(NC(=O)c2cccnc2)cc1,22%,2%,12,7%,25%,1%,i,i,5%
N#C/C(=C/c1cn(-c2ccccc2)nc1-c1cccc(S(=O)(=O)N2CCCC2)c1)C(=O)NCc1ccco1,-1%,5%,13,5%,10%,10%,i,i,?
CS(=O)(=O)C1=C(O)C(=O)N(c2ccccc2)C1c1ccccc1 (stereo not given),0%,5%,-7,-2%,2%,0%,-13%[57.5 µM],i,30%
CC(C)[C@H](Nc1ccc(C(F)(F)F)cc1[N+](=O)[O-])C(=O)O,-1%,-1%,-14,-14%,-7%,0%,-23%,i,-17%
CCOc1cccc2sc(N(Cc3cccnc3)C(C)=O)nc12,-23%,nt,nt,nt,-16%,5%,1%,nt,7%
CCOc1ccc2nc(N3CCCC(C(=O)NCc4ccc(OC)cc4)C3)sc2c1 (stereo not given),-1%,nt,nt,nt,8%,?,i,nt,11%
COc1ccccc1N1CCN(C2CCCN(C(=O)CCc3c(C)noc3C)C2)CC1 (stereo not given),1%,-6%,-12,-5%,-12%,-6%,i,i,16%
Cc1cccc(N2CCN(C(=O)c3cc4c(=O)n(C)c5ccccc5c4n3C)CC2C)c1 (stereo not given),-28%,-1%,24,-7%,?,?,-15%,i,?
COc1ccc2nc(-c3ccccc3)cc(C(=O)N3CCC3)c2c1,-15%,-6%,-18,-15%,7%,?,i,i,18%
CN(C)S(=O)(=O)c1ccc(N2CCCC2)c(C(=O)OCC(=O)NC2CCCCC2)c1,4%,-1%,-5,-5%,25%,-14%,i,i,7%
O=C(NCCC1=CCCCC1)C1CCN(S(=O)(=O)c2cccc3nsnc23)CC1,11%,16%,18,7%,3%,6%,i,i,-11%
Cc1ccc(-c2cnc(NCc3ccc(C(C)C)cc3)n2C)cc1,-17%,nt,nt,nt,0%,?,-25%,nt,6%
O=S(=O)(Nc1cccc(-c2ccc(N3CCCCC3)nn2)c1)c1cccc(F)c1,8%,nt,nt,nt,-6%,?,-25%,nt,33%
CCN(C(=O)CSc1nc2ccccc2n1Cc1ccccc1C#N)c1ccccc1,-16%,nt,nt,nt,12%,-14%,-33%[inhibitor],nt,4%
O=C(CCC1CCCCC1)Nc1c2c(nn1-c1ccc(F)cc1)CS(=O)(=O)C2,3%,0%,?,8%,-28%,0%,i,i,23%
O=C(N/N=C/c1ccc(OCC2COCCO2)cc1)c1ccc(Br)cc1 (stereo not given),-14%,4%,12,-3%,-14%[9.22 µM],?,i,i,41%
C[C@@H](NC(=O)c1nc[nH]c1C(=O)N[C@H](C)c1ccccc1)c1ccccc1,2%,-1%,0,-15%,-3%,?,-34%[inhibitor],i,?
CC(C)(C)c1cc(NCc2ccccn2)n2ncc(-c3ccc(Cl)cc3)c2n1,7%,8%,82,12%,22µM*,-12%,i,i,-4%
Cc1ccccc1-c1nc(CN(Cc2c(C)nn(C)c2C)C2CC2)c(C)o1,-13%,16%,-7,0%,-15%[9.22 µM],-7%[7.66 µM],-83%[inhibitor],i,9%
Cc1cc2nc(-c3ccc(Br)cc3)cc(C(F)(F)F)n2n1,5%,nt,nt,nt,24%,6%,-6%,nt,-25%
COc1cccc(-n2nc(C(=O)N3CC(C)CC(C)C3)c3ccccc3c2=O)c1 (stereo not given),2%,26%,-29,-2%,-17%,-9%,i,i,21%
Cc1csc2nc(O)c(C(=O)NCCC3=CCCCC3)c(=O)n12,3%,-12%,22,-3%,-67%[inhibitor],-34%,-11%,i,-6%
Cc1ccc(C)c(N2CCN(S(=O)(=O)c3c(C(=O)N4CCC(C)CC4)c(C)n(C)c3C)CC2)c1,15%,nt,nt,nt,15%,?,-5%,nt,?
CNC(=S)N1N=C(c2ccc(Br)cc2)CC1c1ccc(Br)cc1 (stereo not given),-6%,-7%,4,15%,14%,?,-1%[57.5 µM],i,8%
Cc1ccc(S(=O)(=O)N2CCC(C(=O)OCC(=O)NCc3cccc(Cl)c3)CC2)cc1C,9%,-5%,13,11%,0%,1%,i,i,24%
O=C(/C=C/c1ccco1)N(Cc1ccc(Cl)cc1)C1CCS(=O)(=O)C1 (stereo not given),-13%,7%,-13,9%,-35%[inhibitor],-21%,3%,i,-12%
COc1ccc2c(=O)c(-c3ccccc3)coc2c1,-8%,-6%,?,17%,13%,?,-55%[inhibitor],i,-35%
COc1ccccc1CNC(=O)C1CC(c2ccccc2C(F)(F)F)=NO1 (stereo not given),3%,-5%,11,9%,?,-28%,-21%,i,2%
O=C(c1ccccc1)N1CCC(CC2CC(c3cccc(Br)c3)=NO2)(C(=O)NCC2CCCCC2)CC1 (stereo not given),-8%,1%,-18,-3%,6%,?,-4%,i,?
# Next compounds follow:
SMILES,Abeta rescue,GLP1R ag,DRD3 antagonist,aSyn rescue,TDP43 rescue,GLP1R inv ag,PTHR1 agonist,Akt phos inh,FUS yeast rescue
NNC(=O)c1ccc(-c2ccccc2F)cc1,-33%,10%,-6,-5%,8%,2%,-50%[inhibitor],i,21%
CCCCC(C(=O)O)C(C)CC(=O)Nc1cccc(C(=O)O)c1 (stereo not given),-7%,1%,-8,-20%,0%,12%,i,i,-5%
CN(C)CCn1c(=O)n(C2CCCCC2)c(=O)c2c3c(sc21)CCCCC3,-10%,17%,-5,-3%,0%,?,?,i,17%
CCNc1cc(=O)n(C)c(=O)n1C,-3%,-2%,38,12%,5%,21%,i,-122%*,-15%
OCCOCCNc1ncnc2nc[nH]c12,-9%,-2%,-5,-4%,-5%,-1%,-3%,i,-17%
CCOC(=O)CSc1nnc(CNC(=O)c2cccs2)n1-c1cc(C)ccc1C,-2%,-9%,-26,-5%,-21%,-13%,2%[57.5 µM],i,26%
Cc1ccc(C)c(N(CC(=O)NC(C)(C)C)C(=O)CCC(=O)Nc2nccs2)c1,-6%,-6%,-25,-1%,-21%,-25%,?,i,-9%
O=C(c1ccco1)N1CCN(Cc2nc3cc(Cl)ccc3c(=O)[nH]2)CC1,-12%,0%,4,11%,15%,-5%[7.66 µM],-21%,i,18%
CC(=O)N1CCc2cc(S(=O)(=O)NCCN3CCC(C)CC3)ccc21,-3%,1%,-58*,-2%,-11%,2%,i,i,1%

# Reformatted with tabs: entries from further up
smiles	Abeta rescue	GLP1R ag	DRD3 antagonist	aSyn rescue	TDP43 rescue	GLP1R inv ag	PTHR1 agonist	Akt phos inh	FUS yeast rescue
CCNc1cc(=O)n(C)c(=O)n1C	-3%	-2%	38	12%	5%	21%	i	-122%*	-15%
OCCOCCNc1ncnc2nc[nH]c12	-9%	-2%	-5	-4%	-5%	-1%	-3%	i	-17%
